Screens (PubChem BioAssay)
SR-BI HDL uptake = blocks mouse SR-BI lipid uptake from DiI-HDL | Q61009 | ldlA[mSR-BI] CHO cells, DiI-HDL uptake fluorescence, 3 h | inhibition, % at 12.5 µM | 0.96% of 320,000 active;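 active = mean replicate inhibition of at least 70% and a set share of replicates each scoring 70 or more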;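 note: 0% = median of neutral control wells and 100% = median of positive control wells; values of inactives mirror those of a sister screen read the other way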
Target sequence (Q61009 whole entry, looked up): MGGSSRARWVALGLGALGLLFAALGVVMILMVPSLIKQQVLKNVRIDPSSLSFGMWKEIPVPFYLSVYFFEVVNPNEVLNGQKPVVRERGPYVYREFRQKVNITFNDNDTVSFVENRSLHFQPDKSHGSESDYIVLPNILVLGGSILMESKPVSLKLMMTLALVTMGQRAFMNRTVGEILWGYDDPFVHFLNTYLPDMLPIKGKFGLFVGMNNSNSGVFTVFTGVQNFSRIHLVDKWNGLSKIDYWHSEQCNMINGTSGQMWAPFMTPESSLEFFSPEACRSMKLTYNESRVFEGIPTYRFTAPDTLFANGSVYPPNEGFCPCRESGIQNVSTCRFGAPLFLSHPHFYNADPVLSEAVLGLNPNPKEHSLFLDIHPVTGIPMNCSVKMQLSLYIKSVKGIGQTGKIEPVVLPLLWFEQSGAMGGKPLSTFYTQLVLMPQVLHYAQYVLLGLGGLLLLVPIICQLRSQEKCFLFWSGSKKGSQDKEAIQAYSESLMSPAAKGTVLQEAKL
PvdQ inh = P. aeruginosa PvdQ acylase inhibition; purified PvdQ acylase, fluorescence plate reader; 0.063% of 340,000 active; AID 488965; inhibition, % at 10 µM; in the data active = inhibition above about 30%, passing the limit was not always enough;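 note: 0% = vehicle neutral wells and 100% = reference inhibitor wells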
MITF TRPM1 HTS = MITF TRPM1 promoter activation in melanoma cells; SK-MEL-5 TRPM1-promoter luciferase, 24 h; % of positive control, neutral wells = 0; activation, % at 12.5 µM; 0.75% of 300,000 active; AID 588334;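 active = mean activation of at least 80% with every replicate also reaching 80%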;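 note: 0% = neutral control wells and 100% = parthenolide positive control wells; values of inactives mirror those of a sister screen read the other way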
HTR5A ag = HTR5A agonism, opioid heterodimer counter-screen | P47898 | HTR5A agonist assay, luminescence, cell-based | activation, % at 9.3 µM | 0.61% of 340,000 active; in the data active = activation mostly above about 9.5%, no sharp cut-off; inactive = mostly below about 7.6%;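 note: 0% = cells with vehicle only and 100% = reference agonist; strong numbers were not always called active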
Target sequence (P47898 whole entry, looked up): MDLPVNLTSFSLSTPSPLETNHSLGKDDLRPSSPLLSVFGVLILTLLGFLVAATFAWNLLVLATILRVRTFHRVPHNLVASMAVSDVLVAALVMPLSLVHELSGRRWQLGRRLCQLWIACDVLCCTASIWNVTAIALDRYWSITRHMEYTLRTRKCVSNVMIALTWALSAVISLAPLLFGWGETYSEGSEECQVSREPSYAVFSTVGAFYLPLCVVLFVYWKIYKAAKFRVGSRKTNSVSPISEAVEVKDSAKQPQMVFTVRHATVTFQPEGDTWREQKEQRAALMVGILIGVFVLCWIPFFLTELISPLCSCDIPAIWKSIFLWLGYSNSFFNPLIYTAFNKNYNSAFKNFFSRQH
Wnt bcat act = activators of Wnt/beta-catenin signaling. Wnt/beta-catenin reporter cell assay, activator, plate reader. activation, % at 9.35 µM. 1.2% of 300,000 active; in the data active = activation above about 30%, passing the limit was not always enough;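 note: 0% = neutral control wells and 100% = positive control wells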
CDK5 inh = blocks human CDK5/p35 kinase activity | Q00535+Q15078 | 0.01% of 330,000 active | inhibition, % at 10 µM | AID 488839 | Recombinant CDK5/p35, ADP-Glo luminescence, 60 min;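 active = highest replicate inhibition of at least 50% and at least 75% of replicates reaching 50%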;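 note: plate controls were DMSO neutral control for no effect and GW8510 at 10 µM for full effect; many of its hits are not listed in these tables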
NSD2 HMT inh = blocks human histone methyltransferase NSD2 | inhibition, % at 12.5 µM | O96028 | 0.54% of 310,000 active | NSD2 peptide methylation, AlphaScreen, 120 min; in the data active = inhibition above about 50%
dFosB activator = mouse delta FosB homodimer activation | activation, % at 25 µM | purified delta FosB, TAMRA-CDK5 oligo fluorescence polarization; percent of positive-control signal above neutral wells | 0.99% of 340,000 active | P13346;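 active = mean activation above about 17%, with every replicate also reaching it, limit read from the data, passing the limit was not always enough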;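 note: fluorescence polarization rise as delta FosB binds a TAMRA Cdk5 AP-1 oligo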
HTR5A inv ag = counter-screen for OPRM1-OPRD1 inverse agonists: human HTR5A inverse agonism; HTR5A cell line, luminescence; inhibition, % at 9.3 µM; 0.083% of 340,000 active; AID 504634; in the data active = inhibition mostly above about 23%, no sharp cut-off; inactive = mostly below about 18%;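 note: 0% = cells with DMSO and 100% = no-cell wells with DMSO; some compounds called inactive have numbers as strong as hits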
V-ATPase pH = yeast V-ATPase proton transport regulation by pHLuorin. 0.37% of 350,000 active. response, % at 10 µM. S. cerevisiae, pHLuorin cytosolic pH fluorescence. AID 504577; in the data active = response mostly above about 7.3%, no sharp cut-off; inactive = mostly below about 5.4%; note: actives read high; inactives centre near 0; some compounds called inactive have numbers as strong as hits; reference of the scale not given here
* marks the source's active call; other numbers are inactive results; x = no result given. The order is random; overall some 5% were active at least once.

molecule,SR-BI HDL uptake,PvdQ inh,MITF TRPM1 HTS,HTR5A ag,Wnt bcat act,CDK5 inh,NSD2 HMT inh,dFosB activator,HTR5A inv ag,V-ATPase pH
O=C(Nc1ccc2c(c1)OCO2)C1CC(c2cccc(Br)c2)=NO1 (centres undefined),7,-19,x,-2,-1,0.5,-3,-11,6,-1
Cc1cccc(NC(=O)CSc2nccn2Cc2ccco2)c1,12,4,66,4,20,-2.0,3,-4,-15,0
CCC(C)(C(=O)NC1CCCCC1)N(CC1CCCO1)C(=O)c1ccccn1 (centres undefined),-30,-12,-1,-2,x,-0.8,-3,1,5,1
Cc1ccc(C2N(c3ccccc3)C(=O)N3CCCN23)cc1 (centres undefined),-13,3,-7,-2,-7,-1.1,-4,-2,5,0
CCN1C(=O)c2cccc3c(NC(=O)C(C)(C)C)ccc1c23,-24,-13,1,0,x,-0.6,-1,7,-4,-4
COc1ccc2cc(-c3ccsc3)ncc2c1,23,-1,-59,12,41*,-0.7,x,-5,-35,1
COCCCn1[nH]c2c3c(ccc2c1=O)C(=O)c1ccccc1C3=O,7,-12,-60,5,x,-1.0,19,4,-9,1
OCCN(Cc1ccccc1)Cc1ncccc1O,-25,4,-16,-1,-2,-3.7,-1,1,4,2
Cc1ccc(S(=O)(=O)N2CCCCC2)cc1C(=O)N1CCN(c2ccccn2)CC1,-2,-19,5,4,1,3.3,x,-3,-11,1
Nc1ccccc1SCC(=O)Nc1cccc2ccccc12,2,-18,x,-3,-2,-2.4,2,3,12,1
COc1ccc(S(=O)(=O)N(C)c2ccc(C(=O)Nc3cccnc3)cc2)cc1,12,-8,8,-2,2,-0.3,x,-19,-14,-1
Cc1ccccc1NC(=O)C1(C)Cc2ccccc2C(=O)O1 (centres undefined),22,-8,-6,-4,-1,1.1,2,1,21,-4
Cc1ccc(NC(=O)C2CC2C)cc1S(=O)(=O)N1CCOCC1 (centres undefined),28,-11,-3,-8,2,-0.2,-4,0,19,-3
CSc1ccccc1OCc1cc(C(=O)NC(C)c2cnn(C)c2)no1 (centres undefined),48,4,70,0,14,-1.1,3,-4,-5,-6
CCOc1ccc(C(=O)Nc2ccc(S(=O)(=O)Nc3nccc(C)n3)cc2)cc1OCC,21,7,-2,-1,0,0.7,0,-11,4,-1
NS(=O)(=O)c1ccc(CCNCC#Cc2ccccc2)cc1,5,-15,x,1,-2,1.2,2,-3,-5,-1
CC(=O)Nc1ccc(N(C(=O)c2cnccn2)C(C(=O)NC2CCCCC2)c2ccc(F)cc2)cc1 (centres undefined),-16,2,-3,3,-2,0.0,-2,-8,-8,-1
Cc1c(C(=O)/C=C/c2cccs2)oc2ccc(F)cc12,14,-15,23,5,x,0.8,-4,-3,-4,-2
Nc1c(C(=O)NCc2ccco2)c2nc3ccccc3nc2n1CCc1ccccc1,3,-16,-20,13,0,-1.2,-6,-15,-15,-2
O=C(NC1CCCC1)c1n[nH]c2ccccc12,-18,-3,66,-1,8,3.3,-1,2,22,-2
COc1ccc(/C(C)=N/NC(=O)c2nnn(-c3nonc3N)c2CN(C)c2ccccc2)cc1,-13,9,7,0,3,0.8,-5,-3,1,-2
O=C(COC(=O)/C=C/c1ccccc1Cl)NCc1ccco1,5,-14,-1,2,-2,-1.3,1,-9,-4,-2
COc1ccc(N2CCN(c3nc4c(C)cccn4c(=O)c3/C=C(\C#N)C(N)=O)CC2)cc1,22,14,4,1,0,3.4,12,-2,-3,-2
O=C(Nc1nnc(S(=O)(=O)N2CCOCC2)s1)c1ccccc1Br,-6,-15,x,1,3,-3.7,x,-4,-3,3
COc1nn(C(C)C(=O)N2N=C(C(F)F)CC2(O)C(F)F)cc1[N+](=O)[O-] (centres undefined),-20,-16,-9,0,-6,-1.0,1,0,-15,-4
c1ccc2c(c1)CCCN2c1nc2ccccc2n2cnnc12,x,18,-4,11,4,-0.5,x,-7,-31,0
CCOC(=O)C(=O)Nc1ccc2c(c1)OCO2,2,-8,x,1,3,0.4,x,-9,9,2
COc1cc(OC)cc(C(=O)Nc2cccc3ccccc23)c1,13,-12,-10,2,-2,-1.5,12,-1,-7,-3
CC(=O)C1=C(c2cccc([N+](=O)[O-])c2)N(C(C)=O)n2c(C)nnc2S1,-51,-22,0,-7,75*,0.8,12,-8,11,-3
O=c1c2ccccc2cnn1Cc1nnc(-c2cccs2)o1,-13,-8,6,2,0,-1.9,0,-3,3,5
CN(C(=O)c1ccc2nc(N)sc2c1)c1ccccc1,0,-11,x,-3,-2,0.3,x,6,11,-3
COc1ccccc1OC(=O)CN1C(=O)c2ccccc2C1=O,1,-11,5,-3,x,0.8,-1,-9,9,2
O=C(c1ccco1)N1CCN(C2CCCC2)CC1,-1,-8,-7,8,x,-0.5,-2,0,-20,-2
O=C(Nc1ccc(Br)cc1)c1cccn1-c1ncc(C(F)(F)F)cc1Cl,29,-7,-10,5,x,1.2,-5,0,-29,-2
CC(C)(C)NC(=O)c1ccc2c(c1)C1C3CCC(C3)C1C(c1ccccc1)N2 (centres undefined),26,-10,11,6,19,-0.4,-2,1,19,-1
Cn1c(=NC(=O)CCl)sc2ccccc21,5,1,-27,57*,-2,0.1,1,-10,-78,-1
CCCCCC(=O)Nc1ccc2ccccc2c1,-10,7,46,2,22,-1.4,2,2,-2,3
CCc1c(O)nc(SCc2nc3ccccc3c(=O)[nH]2)[nH]c1=O,-39,2,-1,2,-6,-7.4,-4,-1,-22,-2
CSc1nc(C)c(C(=O)Nc2ccccc2)c(C)c1C#N,27,11,-2,4,-2,-0.3,-7,0,-28,1
COc1ccc(C2Nc3ccccc3C(=O)N2c2ccc(C)cc2)cc1Cn1nc(C)c([N+](=O)[O-])c1C (centres undefined),-1,-5,90*,4,16,-3.8,1,-8,-8,0
CC(C)Oc1ccc(S(=O)(=O)N2CCOCC2)cc1NC(=O)C(C)Oc1ccc(F)cc1 (centres undefined),-12,-11,7,4,-1,-0.4,-1,-14,-9,-4
O=C(O)c1ccc(NC(=O)c2ccccc2NC(=O)c2ccccc2Cl)cc1,-14,-8,x,5,0,-0.3,2,-1,-2,-5
COc1ccc(Br)cc1/C=C/C(=O)Nc1ccc(C)cc1,58,-8,-7,3,12,1.4,-1,-6,13,3
COc1ccc(Cl)cc1NC(=O)CSc1nc(N2CCCCC2)nc(N2CCCCC2)n1,x,3,-4,0,0,1.9,2,-4,-1,0
C=CCn1c(Cc2cccs2)nnc1SCC(=O)c1ccc(F)cc1,2,-12,x,-4,x,1.6,19,-3,6,2
CN(C)c1ccc(N/C=C/C(=O)C(C)(C)C)cc1,-2,-10,12,2,x,0.1,14,2,8,2
O=C(Nc1cc(Cl)ccc1N1CCCC1)C1=COCCO1,42,-4,0,-4,2,-0.3,3,-9,14,-3
Cc1ccc(-n2nnc3c(=O)n(CC(N)=O)cnc32)cc1,-8,-15,6,3,0,1.6,-1,-8,-11,1
CCOc1ccc(N2C(=O)C3C(c4ccccc4)=NN(c4ccccc4)C3C2=O)cc1 (centres undefined),-26,-18,-15,3,x,-1.4,-4,-3,-7,-4
OCC(Cc1ccccc1)Nc1c2ccccc2nc2ccccc12 (centres undefined),8,3,34,-1,0,1.1,-2,3,2,1
O=S1(=O)N=C(c2ccccc2)C=C(c2ccccc2)N1,-13,-7,11,-1,-3,-1.9,x,7,3,1
CSc1nc2ccccc2s1,-16,10,x,-1,-1,1.7,x,-5,13,3
CCOc1ccc(C(=O)CCC(=O)NNC(=O)CCN2CCN(c3ccccc3)CC2)cc1,18,-11,2,-1,-1,0.5,0,-5,5,1
c1ccc(N2CC[N+]3(CCCC3)CC2)nc1,-20,0,-1,1,-1,-0.9,-1,-1,9,0
CCCCN1/C(=C/c2cccc[n+]2C)Sc2cc(NC(C)=O)ccc21,20,-8,8,-3,-1,-0.2,0,-5,12,0
Cn1c(CC(=O)Nc2ccccc2F)nnc1SCC(=O)Nc1nccs1,-1,10,-3,9,-1,1.2,-5,-5,0,4
CCOP(=O)(OCC)C(Nc1cc(Cl)cc(Cl)c1)c1cccc(O)c1 (centres undefined),-12,-8,3,2,-15,2.6,-4,-16,-6,-1
CC(C)(C)C(=O)Nc1ccc(C(=O)CN2C(=O)NC3(CCOc4ccccc43)C2=O)cc1 (centres undefined),5,-15,-12,0,4,0.1,-2,-2,-1,0
CCNc1nc(NC(C)C)nc(Oc2ccc(/C=N/O)cc2)n1,16,-5,-13,-1,-3,-0.2,1,-4,10,-5
NCC(O)CN1CCN(Cc2ccccc2)CC1 (centres undefined),-15,-7,-5,0,-1,0.5,1,1,-2,0

Going on with the list.
molecule,SR-BI HDL uptake,PvdQ inh,MITF TRPM1 HTS,HTR5A ag,Wnt bcat act,CDK5 inh,NSD2 HMT inh,dFosB activator,HTR5A inv ag,V-ATPase pH
FC(F)Oc1ccc(NC(=S)NCc2ccccc2)cc1Cl,14,-2,6,1,x,-0.7,0,-1,-3,-3
Cc1ccc2cc(CN(Cc3ccc4c(c3)OCO4)Cc3nnnn3Cc3ccco3)c(=O)[nH]c2c1C,49,-17,11,2,x,-1.4,1,-2,-5,1
CC(CN1CCCCC1)NC(=O)c1cc(-c2ccccn2)nc2ccc(Cl)cc12 (centres undefined),23,-16,-20,3,-2,0.3,0,-14,-36,-2
N#CC1CCCc2c1[nH]c1ccc([N+](=O)[O-])cc21 (centres undefined),13,7,x,x,-6,0.5,-2,-8,x,0
Cn1c(SCC(=O)NC2CCCCC2)nnc1-c1cccnc1,x,1,-9,2,-1,-1.0,-4,-4,-15,-2
CCc1nnc(NC(=O)CSc2ncc(-c3ccccc3)n2CC)s1,-11,13,x,-1,-9,-1.2,0,-11,-25,-3
O=S(=O)(NCC1CCN(c2ccc(S(=O)(=O)N3CCOCC3)cc2)CC1)c1ccccc1,-14,-12,0,1,-3,-3.4,x,-13,6,-3
CCc1cc(C(=O)NNC(=S)NCc2ccccc2)cs1,5,-5,3,-1,x,1.1,1,3,1,-4
Cc1ccc(NS(=O)(=O)c2ccc(OCC(=O)NCc3cccnc3)cc2)cc1,-16,-10,-1,-1,-3,0.1,3,-5,-13,0
O=C(Nc1cccc(S(=O)(=O)N2CCCCC2)c1)c1ccccc1NS(=O)(=O)c1ccc(F)cc1,3,9,-12,0,-2,-3.7,1,-1,1,2
CC(C)c1nnc(NC(=O)c2cc3cc(Br)ccc3oc2=O)s1,x,9,0,6,-1,0.3,-7,-8,-24,-2
Cc1ccc(S(=O)(=O)Nc2cccc(-n3cnnn3)c2)cc1C(=O)O,-47,-10,-9,-2,-1,-1.4,2,-3,12,0
CC1CCN(C(=O)C2CCC(=O)N(Cc3ccc(Cl)cc3)C2)CC1 (centres undefined),5,2,8,0,-2,0.1,0,-11,18,1
COC(=O)c1ccc(NC(=O)CSc2nc(C)cc(=O)[nH]2)cc1,-18,-14,x,2,x,3.0,1,-2,-6,-2
COc1cccc(OC)c1NC(=O)C1CCCN1C(=O)Nc1cccc(Cl)c1 (centres undefined),-9,6,-3,-7,1,3.4,1,0,20,-3
